Bioassay records deposited in PubChem by National Center for Advancing Translational Sciences (NCATS).
Lipid storage S3 = qHTS Assay for Lipid Storage Modulators in Drosophila S3 Cells; Drosophila S3 cells, BODIPY lipid droplet fluorescence, 18-24 h; cells fed with added oleic acid; Potency in µM for hits, for the others lipid storage change, negative = inhibition, % at the top dose, mostly 46.1 µM; hit rate 0.64% among 320,000; AID 2685, 2010; active = well fitted inhibition curve with a large enough effect in the signal ratio, with a control signal flat, not every such curve was filed as active; inconclusive = small, poorly fitted or top-dose-only effect, or effect the other way, or a change in a side signal; the % refers to the signal ratio
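Drosophila S3 cells got compounds at several concentrations plus oleic acid (400 uM solution). Laser-scanning cytometry with 488 nm excitation read lipid droplets at 500-530 nm and cells at 575-640 nm. Percent activity was relative to 20 uM Triacsin C.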
Lipid storage S3 cell count max = further read-out of Lipid storage S3, marked with its call; cell number change, %; measured here: cell count max response;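 cells counted by Cell Tracker Red CMTPX staining in the red channel; peak over a dose series mostly up to 46.1 µM; percent activity relative to internal control wells on each plate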
* = called active by the depositor; i = inactive; ? = inconclusive; nt = not tested or not shown; & = joins results of further samples. % is scaled to controls: 0 for no effect and ±100 for the full control effect; potency is read from the fitted curve at half-maximal effect. These rows are one share of the data (hit frequency here may not be typical).

Value order – Lipid storage S3	Lipid storage S3 cell count max
- N#CC12CCCCC1CC1CCCCC1(C#N)N2Cc1cccnc1 (configuration not stated)
→ 14%	1
- CCOC(=O)/C=C/C(=O)OCC(=O)Nc1ccc(Cl)cc1Cl
→ 2%	5
- Cc1onc(-c2ccccc2)c1C(=O)N1CCN(S(=O)(=O)c2ccccc2Br)CC1
→ ?	nt
- CC(c1ccon1)N(C)Cc1cn[nH]c1-c1ccc(-c2ccccc2)cc1 (configuration not stated)
→ 16%	2
- CC(C)c1csc(CN2CCC(CCC(=O)NCC3CCCO3)CC2)n1 (configuration not stated)
→ ?	nt
- O=C(O)c1ccc(S(=O)(=O)NC2CCCCC2)cc1
→ -1%	-6
- Cc1nc(S/C(=C/c2ccc(-c3cccc(Cl)c3)o2)C(=O)O)n[nH]1
→ -1%	13
- CCOc1ccc(CCNC(=O)COC(=O)c2ccc3c(c2)OCCO3)cc1OCC
→ ?	nt
- CNCc1cc2ccc(C)cc2[nH]c1=O
→ ?	nt
- COc1cccc(C2C(C(C)=O)=C(O)C(=O)N2CCNCCO)c1 (configuration not stated)
→ -19%	-1
- COc1ccc(N(C)S(=O)(=O)c2cccc(C(=O)N3CCN(c4ccccc4)CC3)c2)cc1
→ ?	nt
- COc1ccc(C(=O)CN2Cc3ccccc3C2=N)cc1
→ ?	nt
- NC(=O)c1cc(S(=O)(=O)N2CCOCC2)cs1
→ ?	nt
- CC(C)n1cc(C(=O)N2CCCC(N3CCN(c4cccc(Cl)c4)CC3)C2)cn1 (configuration not stated)
→ ?	nt
- CCOC(=O)CNc1nc(Cl)nc(Nc2ccc(Cl)cc2)n1
→ 3%	-9
- Cc1cc2oc(=O)cc(CN3CCCCC3)c2cc1C
→ ?	nt
- CC(C)CC(=O)N1CCN(C(=O)c2ccc(F)cc2)CC1
→ i	-3
- CCN(CC)CCCNC(=O)c1c(O)c2c([nH]c1=O)CCCC2
→ -4%	-7
- COc1ccc(/C=C(\NC(=O)c2ccc(Cl)cc2)C(=O)NCCCN2CCOCC2)cc1OC
→ ?	nt
- Cc1nc(N2CCN(C)CC2)c2c3c(sc2n1)CCCC3
→ 1%	-7
- CCN1C(=O)C(CC(=O)Nc2ccc(OC)cc2)N(CCCN2CCN(c3ccc(F)cc3)CC2)C1=S (configuration not stated)
→ -3%	-28
- CC1=C(C(=O)Nc2ccc(C(=O)NCCC(C)C)cc2)SCCO1
→ ?	nt
- COC(=O)CSc1nnc([C@H](CC(C)C)NC(=O)OC(C)(C)C)o1
→ ?	nt
- COc1ccc(CCn2c(C)cc(C(=O)CSc3nnnn3-c3ccccc3)c2C)cc1OC
→ ?	nt
- CCN(CC)C(=O)Cn1cc(C(=O)C(=O)NCCc2c[nH]c3ccccc23)c2ccccc21
→ ?	nt
- O=C(COc1ccccc1[N+](=O)[O-])Nc1ccc2oc(=O)ccc2c1
→ i	2
- O=C(/C=C/Nc1ccccc1C(=O)O)c1cccs1
→ -2%	-4
- COc1ccc(N/C(C)=C2/C(=O)C(=O)N(CCO)C2c2ccc(Br)cc2)cc1 (configuration not stated)
→ ?	nt
- COc1cccc(C(=O)NCCNC(=O)c2ccccn2)c1
→ ?	nt
- CN(Cc1ccccc1)C(=O)Cn1cccc1C(=O)c1ccccc1
→ ?	nt
- COc1ccc(-c2nnc(SCCOc3cccc(C)c3)n2N)cc1
→ i	23
- CC1Sc2ccc(S(=O)(=O)CCC(=O)N3CCN(c4cccc(Cl)c4)CC3)cc2NC1=O (configuration not stated)
→ ?	nt
- COc1ccc(C(C#N)c2ccc(Cl)nn2)cc1 (configuration not stated)
→ ?	nt
- CCCCNC(=O)Nc1cc(C)on1
→ ?	nt
- Cc1ccc(-n2c(=S)[nH]c3c(oc4ccccc43)c2=O)cc1C
→ 16%	2
- COc1ccccc1C(=O)NC(=O)CSc1nnc(C)s1
→ 12%	-1
- Cc1cccnc1NC1(C(F)(F)F)N=C2SCCN2C1=O (configuration not stated)
→ -24%	-12
- COc1ccccc1NC(=O)CSc1nc2nc(C)cc(C)c2c(=O)[nH]1
→ ?	nt
- COc1cc(C2C=C(Nc3ccccc3)C(=O)N2c2ccccc2)ccc1O (configuration not stated)
→ ?	nt
- COC(=O)c1cc(OC)c(OC)cc1NC(=O)c1cccc(C)c1
→ ?	nt
- COc1cccc(CNC(=O)CCC2CCCN(C(=O)c3ccoc3C)C2)c1 (configuration not stated)
→ -14%	-10
- COc1cccc(CNC(=O)COC(=O)C2CCN(c3ccc(C(F)(F)F)cn3)CC2)c1
→ -8%	-20
- CCN(Cc1cc(OC)c(OC)c(OC)c1)C(=S)Nc1cccc(SC)c1
→ -11%	-15
- CC(C)CCn1c(O)c(N=NC(=O)c2ccco2)c2ccccc21
→ 26%	nt
- Cn1c(=O)c2c(ncn2Cc2nnc(N)s2)n(C)c1=O
→ ?	nt
- CC(=O)NC(=S)Nc1ccc(NC(=O)c2cccnc2Cl)cc1
→ 0%	-1
- CCCc1[nH]n(-c2ccc([N+](=O)[O-])cc2)c(=O)c1C=NCCc1c[nH]c2ccccc12
→ ?	nt
- CCC(O)C1CCN(Cc2cn(Cc3ccccc3)nc2-c2cc3ccccc3o2)CC1 (configuration not stated)
→ -4%	-10
- CC1CCCC(C)N1C(=O)Cc1ccccc1 (configuration not stated)
→ ?	nt
- Cc1cc(OCC(O)CN2CCN(CCO)CC2)ccc1C(C)C (configuration not stated)
→ i	nt
- O=[N+]([O-])c1ccccc1N(CC1CO1)S(=O)(=O)c1ccccc1 (configuration not stated)
→ ?	nt
- CCCCn1nnnc1SCC(=O)Nc1ccc(C)cc1
→ 25%	-4
- COc1ccc(/C=N/NC(=O)C(C)N(c2ccc(OC)cc2)S(C)(=O)=O)cc1 (configuration not stated)
→ ?	nt
- CC(=O)c1ccc(NC(=O)CSC(C)C)cc1
→ ?	nt
- Nc1c(C(=O)c2ccccc2)oc2ccc(Br)cc12
→ ?	nt
- CC(=O)NC1C(OCc2ccccc2)OC2COC(c3ccccc3)OC2C1OCC(=O)O (configuration not stated)
→ -5%	-6
- CNc1ccc([N+](=O)[O-])cc1C(=O)O
→ -8%	nt
- Cc1ccc(C(c2sc3nc(C)nn3c2O)N2CCN(c3ccc(F)cc3)CC2)cc1 (configuration not stated)
→ ?	nt
- CCOC(=O)c1ccc(NC(=O)CCc2nc(-c3ccccc3)no2)cc1
→ 19%	-9
- Cn1ncc(Br)c1C(=O)Nc1ccc(F)cc1F
→ 8%	0

Continued:
Value order – Lipid storage S3	Lipid storage S3 cell count max
- COc1ccc([C@H]2CC(=O)C=C(c3ccccc3C(F)(F)F)C2)cc1
→ ?	nt
- CCCC(C)NC(=O)c1nc(-c2ccccc2)n(-c2ccccc2)n1 (configuration not stated)
→ i	nt
- O=C(O)C1Cc2ccccc2CN1C(=O)c1ccccc1 (configuration not stated)
→ ?	nt
- NC(=O)Cn1cc(/C=N\NS(=O)(=O)c2cccc([N+](=O)[O-])c2)c2ccccc21
→ 3%	2
- Cn1nnnc1SCC(=O)Nc1cccc([N+](=O)[O-])c1
→ ?	nt
- CC(C)(C)OC(=O)CNC(=O)c1nc[nH]c1C(=O)NCC(=O)OC(C)(C)C
→ ?	nt
- CC(CS(=O)(=O)c1cccc2cccnc12)N1CCCCC1 (configuration not stated)
→ -9%	-1
- Cc1ccc2nc(NC(=O)C3CCCN(S(=O)(=O)c4cccc5nonc45)C3)sc2c1 (configuration not stated)
→ -17%	-5
- COC(=O)c1ccccc1NC(=O)Cn1cnc2ccc(S(=O)(=O)N3CCC(C)CC3)cc2c1=O
→ ?	nt
- COc1ccc(NC(=O)NNC(=O)C(C)Oc2ccc(C(C)C)cc2)c(OC)c1 (configuration not stated)
→ ?	nt
- Cc1ccc(-c2nn(-c3ccccc3)cc2CNCc2ccccc2)cc1
→ ?	nt
- COc1ccc(-n2c(=S)[nH]c3ncccc3c2=O)cc1
→ 15%	6
- CCC1S/C(=N/N=C/c2ccco2)N(Cc2ccccc2C)C1=O (configuration not stated)
→ 5%	16
- Cc1cc(C)n(Cc2ccc(Cl)cc2Cl)c(=O)c1S(=O)(=O)c1ccccc1
→ i	nt
- CCN(CC)c1ccc(SS(=O)(=O)O)cc1
→ 15%	-9&5
- Cc1cccc(COc2ncnc3nc[nH]c23)c1
→ ?	nt
- Cc1ccc(CSCC2Nc3ccc(C(=O)N4CCN(c5ccc(F)cc5)CC4)cc3NC2=O)cc1 (configuration not stated)
→ ?	nt
- COc1ccc(N2CCN(C3CCCN(S(=O)(=O)c4ccc(C)cc4C)C3)CC2)cc1 (configuration not stated)
→ ?	nt
- Cc1ccc(NC(=O)c2cc(Cl)nc3ccccc23)cc1
→ 5%	-1
- Cc1cc(OCC(=O)O/N=C(\N)c2ccccc2)cc(C)c1Cl
→ ?	nt
- COCCNC(=O)C(c1ccc(C)o1)N(Cc1ccccc1)C(=O)Cn1nnc2ccccc21 (configuration not stated)
→ ?	nt
- COc1ccc(CNc2nc(SCC(=O)NCc3ccco3)nc3ccccc23)cc1
→ 0%	8
- Cc1ccc(C(=O)Nc2ccccc2C(=O)O)cc1S(=O)(=O)NC1CCCCC1
→ ?	nt
- Cc1ccc(SCCC(=O)OCC(=O)Nc2ccc(C(N)=O)cc2)cc1
→ ?	nt
- COCc1cc(=O)n2[nH]c(SCc3ccccc3)nc2n1
→ 4%	3
- COc1cccc(N2CCN(S(=O)(=O)c3ccc(-n4cnnn4)cc3)CC2)c1
→ i	16
- Cc1cc(C(=O)OCC(=O)Nc2sc3c(c2C#N)CCC(C)C3)c2ccccc2n1 (configuration not stated)
→ -3%	2
- COCCNCCOCCOc1cccc(OC)c1
→ -6%	-10
- Cc1ccc(-n2nc3c(=O)n(CCCC(=O)N4CCCCC4)nc(C)c3c2C)cc1
→ ?	nt
- CCN(C(=O)Cn1cnc2c(nc3n2CCCCC3)c1=O)c1cccc(Cl)c1
→ i	8

A section of the results above, for reference:
Value order – Lipid storage S3	Lipid storage S3 cell count max
- Cc1cc(C)n(Cc2ccc(Cl)cc2Cl)c(=O)c1S(=O)(=O)c1ccccc1
→ i	nt
- CCN(CC)c1ccc(SS(=O)(=O)O)cc1
→ 15%	-9&5
- Cc1cccc(COc2ncnc3nc[nH]c23)c1
→ ?	nt
- Cc1ccc(CSCC2Nc3ccc(C(=O)N4CCN(c5ccc(F)cc5)CC4)cc3NC2=O)cc1 (configuration not stated)
→ ?	nt
- COc1ccc(N2CCN(C3CCCN(S(=O)(=O)c4ccc(C)cc4C)C3)CC2)cc1 (configuration not stated)
→ ?	nt
- Cc1ccc(NC(=O)c2cc(Cl)nc3ccccc23)cc1
→ 5%	-1
- Cc1cc(OCC(=O)O/N=C(\N)c2ccccc2)cc(C)c1Cl
→ ?	nt
- COCCNC(=O)C(c1ccc(C)o1)N(Cc1ccccc1)C(=O)Cn1nnc2ccccc21 (configuration not stated)
→ ?	nt
- COc1ccc(CNc2nc(SCC(=O)NCc3ccco3)nc3ccccc23)cc1
→ 0%	8
- Cc1ccc(C(=O)Nc2ccccc2C(=O)O)cc1S(=O)(=O)NC1CCCCC1
→ ?	nt
- Cc1ccc(SCCC(=O)OCC(=O)Nc2ccc(C(N)=O)cc2)cc1
→ ?	nt
- COCc1cc(=O)n2[nH]c(SCc3ccccc3)nc2n1
→ 4%	3
- COc1cccc(N2CCN(S(=O)(=O)c3ccc(-n4cnnn4)cc3)CC2)c1
→ i	16
- Cc1cc(C(=O)OCC(=O)Nc2sc3c(c2C#N)CCC(C)C3)c2ccccc2n1 (configuration not stated)
→ -3%	2

(further entries)
Value order – Lipid storage S3	Lipid storage S3 cell count max
- CCCCN(CCCC)c1cc(C)nc(-c2ccccc2O)n1
→ ?	nt
- COc1ccccc1N1CCN(S(=O)(=O)c2ccc3c(c2)n(C)c(=O)n3C)CC1
→ 6%	1
- CC(C)(C)OC(=O)N[C@@H](C(=O)OC(C)(C)C)c1ccc2c(c1)OCO2
→ i	3
- c1ccc(Cn2nnc3c(N4CCc5ccccc54)ncnc32)cc1
→ 5%	-3
- COc1cc(C)nc(N(Cc2ccccc2)S(=O)(=O)c2ccc(C)cc2)n1
→ -3%	-14
- O=C(NCCCn1ccnc1)c1cc2c(ccc3ccccc32)o1
→ ?	nt
- Cc1nnc(SC/C=C/c2ccccc2)n(N)c1=O
→ ?	nt
- CSCCC(NS(=O)(=O)c1ccccc1F)C(=O)N1CCCCCCC1 (configuration not stated)
→ ?	nt
- CC1(C)O[C@@H]2C[C@H]3[C@@H]4CCC5=CC(=O)C=C[C@]5(C)[C@@]4(F)[C@@H](O)C[C@]3(C)[C@]2(C(=O)CO)O1
→ ?	nt
- COc1ccc(N2CCN(c3ccc([N+](=O)[O-])cc3Cl)CC2)cc1
→ -5%	-11
- CCOC(=O)C1CCN(C(=O)c2ccccc2N(C)S(C)(=O)=O)CC1
→ ?	nt
- O=S(=O)(NCc1ccccc1)c1ccc(S(=O)(=O)N2CCCCC2)cc1
→ i	-2
- O=C(COc1ccc2c3c(c(=O)oc2c1)CCC3)c1ccc2c(c1)OCO2
→ 16%	-2
- CCN(Cc1ccc(N(C)C)cc1)C(C)C(=O)Nc1ccc(S(=O)(=O)N2CCCC2)cc1 (configuration not stated)
→ ?	nt
- Cc1ccc(S(=O)(=O)N(CC(=O)NCc2ccncc2)Cc2ccccc2F)cc1
→ ?	nt
- O=C(CCOc1ccccc1)Nc1cccc([N+](=O)[O-])c1
→ -23%	-25
- COc1ccc(NS(=O)(=O)c2cc(C)ccc2NC(=O)c2cc(C)oc2C)cc1
→ i	-21
- C/C=C(\C)c1nnc(NC(=O)C(C)C)s1
→ i	nt
- O=C(O)CCC(=O)N1CCc2cc(S(=O)(=O)N3CCN(c4ccc(F)cc4)CC3)ccc21
→ 10%	nt
- Cc1ccc(N(CC(=O)Nc2ccc(F)cc2)S(=O)(=O)N2CCCC2)cc1
→ -2%	7
